Myeloid diff MLP: induction of myeloid progenitor differentiation, primary screen, cell-based, flow cytometry, MLPCN library | ER-HoxA9 myeloid progenitors, lysozyme-GFP differentiation | calls only at 10 µM | 360,000 tested, 1% active;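 active means normalized GFP-positive differentiation at or above the plate's own cutoff, the solvent-only control mean plus 3 SD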;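 further: cells exposed to compound for four days before flow analysis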
XIAP antagonists: XIAP antagonists, biochemical, IAP family, fluorescence polarization (AID 1018); 200,000 tested, 0.007% active; displacement, % at 20 µM, or IC50 in µM where a hit was titrated; E3 ubiquitin-protein ligase XIAP (Homo sapiens); XIAP BIR domain, fluorescence polarization peptide displacement; higher % means a stronger effect; in the data active means displacement above about 50%; further: a part of the inactive calls stands beside numbers as strong as those of hits
LYP inhibition: inhibitors of LYP phosphatase, biochemical, fluorescence intensity, uHTS (AID 1779). recombinant LYP phosphatase, fluorescence intensity; higher % means a stronger effect. one-dose inhibition, % at 11.5 µM; IC50 in µM for titrated hits. Tyrosine-protein phosphatase non-receptor type 22 (Homo sapiens). 290,000 tested, 0.054% active;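 further: plate controls were vehicle with enzyme for no effect and no enzyme for full effect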
Lipid droplet: inhibitors of hepatocyte lipid droplet formation, primary screen, imaging, high-throughput imaging, BODIPY stain; AML12 mouse hepatocytes, oleate lipid droplets; inhibition, % at 6.5 µM; 240,000 tested, 0.4% active; AID 1656, 2009;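 active means lipid droplet intensity inhibited by at least 50%, with more than 500 cells counted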
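Test system: AML12 hepatocytes (mouse); reagent: oleate loading, 100 µM; dosing: one dose, 6.5 µM compound; incubation: overnight exposure; signal: fluorescence imaging, 20x objective, two fields per well; read-out basis: % inhibition of corrected integrated BODIPY droplet signal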
NOD2 inhibition: NOD2 signaling inhibitors, cell-based, luminescence, uHTS, HEK293 (AID 1566). HEK293 NOD2/NF-kB luciferase reporter, luminescence; higher % means a stronger effect. inhibition, % at 4 µM; hits with a dose series show EC50 in µM. 290,000 tested, 0.63% active; further: many of its hits are not listed in these tables
SIAH1 antagonists: Siah-1 peptide-binding antagonists, primary screen, biochemical, fluorescence polarization, rhodamine-plectin, uHTS (AID 1817) | one-dose displacement, % at 20 µM; IC50 in µM for titrated hits | 290,000 tested, 0.02% active | Siah-1 / rhodamine-plectin peptide fluorescence polarization; higher % means a stronger effect | E3 ubiquitin-protein ligase SIAH1 (Homo sapiens);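 active means displacement of at least 50% at 20 µM, with a fluorescence ratio check between 0.3 and a set limit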;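 further: plate controls were Siah plus tracer with DMSO for no effect and tracer alone without Siah for full effect; strong numbers were not always called active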
NS5 inhibitors: Dengue-2 NS5 methyltransferase inhibitors, primary screen, biochemical, confirmation dose response (AID 588689); inhibition, % at 25 µM; hits with a dose series show IC50 in µM; 340,000 tested, 0.3% active; Dengue-2 NS5 methyltransferase capping enzyme assay, biochemical; higher % means a stronger effect; in the data active means a potency from the dose series
AID2073: inhibitors of Mint1-CaV2.2 protein interaction, biochemical, HTRF (AID 2073); Voltage-dependent N-type calcium channel subunit alpha-1B (Homo sapiens); HTRF protein-protein interaction, Mint1-CaV2.2; higher % means a stronger effect; one-dose inhibition, % at 20 µM; IC50 in µM for titrated hits; 290,000 tested, 0.19% active; in the data active means inhibition mostly above about 51%, no sharp cut-off; further: some results filed as inactive read as strong as hits
HIV fusion peptide: inhibitors of HIV fusion peptide binding, primary screen, biochemical, uHTS, fluorescence dequenching (AID 1986); cell-free peptide binding, fluorescence dequenching, 30 min; higher % means a stronger effect; inhibition, % at 20 µM, or IC50 in µM where a hit was titrated; 290,000 tested, 0.3% active; in the data active means inhibition mostly above about 52%, no sharp cut-off; inactive means mostly below about 76%; further: some results filed as inactive read as strong as hits
Lipid droplet cells 6.5 µM: further read-out of Lipid droplet, marked with its call; cell count; measured here: cell count, cytotoxicity flag;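 cells counted across two imaged fields per well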
NS5 inhibitors pilot replicate: second read-out of NS5 inhibitors, no call of its own (marks repeat the call); inhibition, %; measured here: pilot screen replicate inhibition
Myeloid diff MLP GFP+ MAC1+ %: second read-out of Myeloid diff MLP, no call of its own (marks repeat the call); GFP+ MAC1+ double positive, %; measured here: differentiation confirmed by MAC1 staining
Active calls of the source: *; i = inactive; · = not tested or not shown. Unless noted, no stated cut-off is given here; in the data, active means inhibition above about 50%; inactive means the rest. Some of the compounds tested; the hit share may differ from the screen's.

SMILES	Myeloid diff MLP	Myeloid diff MLP GFP+ MAC1+ %	XIAP antagonists	LYP inhibition	Lipid droplet	Lipid droplet cells 6.5 µM	NOD2 inhibition	SIAH1 antagonists	NS5 inhibitors	AID2073	HIV fusion peptide	others
c1ccc(-c2csc3ncnc(N4CCOCC4)c23)cc1	i	0.1	-8.8%	0.9%	20.6	735	46.7%	-0.4%	-2.3%	17.2%	-1.2%
O=S(=O)(NN1CCOCC1)c1cc(Cl)cc(Cl)c1O	i	1.8	·	-3.7%	-8.1	798	7.4%	3.5%	12.4%	35.0%	1.1%
CN(CCc1ccccn1)C(=O)Nc1ccc(F)cc1	i	1.6	-3.4%	-4.6%	·	·	-6.9%	-2.7%	4.8%	3.4%	-2.3%
O=S(=O)(c1ccc2ccccc2c1)N1C=CC(C(F)(F)F)=NCC1	i	1.0	-2.7%	-3.1%	6.8	785	2.4%	2.1%	-5.0%	6.9%	0.6%
Cc1nnc(NS(=O)(=O)c2ccc(Br)cc2)s1	i	1.2	·	-4.4%	10.6	845	-21.1%	8.1%	-12.4%	3.5%	1.0%
CCCc1cc(NCCN(C)C)n2c(nc3ccccc32)c1C#N	i	0.1	·	-12.6%	8.2	792	16.6%	4.0%	-6.4%	27.1%	1.0%
CN(C)CCCn1c(SCC(=O)N2CC(=O)Nc3ccccc32)nc2ccccc2c1=O	i	0.6	0.2%	-0.8%	-15.6	679	14.1%	-6.2%	-0.7%	-14.8%	-0.1%
CC1CCN(CCCNC(=O)c2ccc3c(=O)n(Cc4ccc(Cl)cc4)c(=S)[nH]c3c2)CC1	i	0.2	-5.0%	-5.7%	12.6	653	-0.6%	-6.9%	-6.7%	-5.4%	-0.9%
OC(CC#CCN1CCOCC1)(c1ccccc1)c1ccccc1	i	0.8	·	-6.3%	4.8	764	3.3%	1.0%	3.3%	-2.5%	-0.4%	NS5 inhibitors pilot replicate=2.7
c1ccc(CSc2nnc(-c3cccnc3)o2)cc1	i	1.0	-6.1%	-9.4%	-0.1	700	17.3%	-2.3%	6.7%	-4.9%	0.4%
COc1cc(/C=N/NC(=O)CCc2ccccc2)ccc1O	i	0.5	-2.9%	-7.3%	·	·	1.4%	-8.7%	-6.5%	-11.7%	-2.9%
COC(=O)c1ccc(NS(=O)(=O)c2ccc3c(c2)n(C)c(=O)n3C)cc1	i	0.8	·	-7.7%	53.1*	810*	5.9%	3.1%	-5.4%	4.7%	1.3%
O=C(O)c1ccc(CNCc2ccc(Cl)cc2Cl)cc1	i	0.6	-2.8%	-3.9%	0.0	761	10.7%	4.9%	-2.1%	16.8%	-0.9%
COc1ccccc1C(=O)Nc1c(C)cc(Br)cc1C	i	0.4	-11.0%	6.4%	-2.8	676	16.0%	-3.1%	-7.1%	-0.2%	-0.9%
COC(=O)C1=C(O)CSC1=Nc1ccc(C)cc1	i	0.2	-3.1%	-4.4%	0.6	617	4.4%	4.9%	-5.0%	2.1%	-0.6%

Next part, overlapping the part above by 6 compounds.
SMILES	Myeloid diff MLP	Myeloid diff MLP GFP+ MAC1+ %	XIAP antagonists	LYP inhibition	Lipid droplet	Lipid droplet cells 6.5 µM	NOD2 inhibition	SIAH1 antagonists	NS5 inhibitors	AID2073	HIV fusion peptide	others
c1ccc(CSc2nnc(-c3cccnc3)o2)cc1	i	1.0	-6.1%	-9.4%	-0.1	700	17.3%	-2.3%	6.7%	-4.9%	0.4%
COc1cc(/C=N/NC(=O)CCc2ccccc2)ccc1O	i	0.5	-2.9%	-7.3%	·	·	1.4%	-8.7%	-6.5%	-11.7%	-2.9%
COC(=O)c1ccc(NS(=O)(=O)c2ccc3c(c2)n(C)c(=O)n3C)cc1	i	0.8	·	-7.7%	53.1*	810*	5.9%	3.1%	-5.4%	4.7%	1.3%
O=C(O)c1ccc(CNCc2ccc(Cl)cc2Cl)cc1	i	0.6	-2.8%	-3.9%	0.0	761	10.7%	4.9%	-2.1%	16.8%	-0.9%
COc1ccccc1C(=O)Nc1c(C)cc(Br)cc1C	i	0.4	-11.0%	6.4%	-2.8	676	16.0%	-3.1%	-7.1%	-0.2%	-0.9%
COC(=O)C1=C(O)CSC1=Nc1ccc(C)cc1	i	0.2	-3.1%	-4.4%	0.6	617	4.4%	4.9%	-5.0%	2.1%	-0.6%
CC(C)c1cccc(C(C)C)c1NC(=O)CCl	i	0.8	-5.4%	-3.1%	10.8	733	-13.3%	-0.4%	1.6%	-4.6%	1.1%
Cc1ccc(N2CC(C(=O)Nc3nnc(SCc4ccccn4)s3)CC2=O)cc1 (centres undefined)	i	0.9	·	-9.8%	-8.3	819	-2.0%	2.4%	-9.0%	2.3%	-1.6%
COC(=O)c1ccc(N2CCN(C)CC2)c(NC(=O)c2cc3ccccc3o2)c1	i	0.5	-2.7%	-7.7%	·	·	13.6%	4.2%	-5.7%	0.8%	3.2%
OCCN1CCN(c2ncnc3c2sc2nc(N4CCOCC4)c4c(c23)CCC4)CC1	i	0.5	-7.0%	-2.6%	·	·	20.2%	-3.1%	-5.5%	3.4%	-1.2%
O=S(=O)(NCC1CCCO1)c1ccc(Oc2ccccc2)cc1 (centres undefined)	i	2.6	-7.0%	-2.4%	-1.6	742	20.2%	-0.2%	-1.4%	8.9%	-1.8%
Cn1nnc(NC(=O)c2ccccc2F)n1	i	0.9	-6.2%	-6.0%	·	·	15.3%	2.2%	1.1%	1.8%	-1.6%
CCOC(=O)CCCNC(=O)CCNC(=O)c1ccc(OC(C)C)cc1	i	5.4	-4.6%	-2.1%	11.2	774	11.1%	-1.3%	2.8%	-3.3%	-1.5%
O=C(COC(=O)C1C2CC3OC(=O)C1C3C2)Nc1cccc(C(F)(F)F)c1 (centres undefined)	i	1.2	·	-9.0%	10.2	834	-19.1%	-1.2%	-3.2%	21.4%	-0.6%
CSc1nnc2c(n1)[nH]c1c(C)cccc12	i	2.6	-3.2%	-7.5%	·	·	-3.4%	0.1%	4.0%	1.5%	0.5%
Cc1ccnc2nc(C(=O)OCC(=O)N3CCc4ccccc43)nn12	i	0.0	-9.0%	-4.1%	-0.4	689	10.0%	-1.8%	-17.6%	22.9%	-2.3%
Cc1ccc(NC(=S)N(CCCN(C)C)Cc2cc3cc4c(cc3[nH]c2=O)OCO4)cc1	i	1.0	0.9%	-5.0%	1.4	647	13.4%	2.7%	-0.7%	-20.0%	-0.3%
CCC(CC)c1nnc(NC(=O)C2CC(=O)N(c3ccc4c(c3)OCCO4)C2)s1 (centres undefined)	i	0.1	-4.4%	-2.5%	8.8	629	25.7%	-4.8%	-0.6%	-3.7%	0.2%
CC(Sc1nc2ccc(C(=O)c3ccccc3)cc2[nH]1)C(=O)O (centres undefined)	i	0.1	·	0.2%	-10.9	783	-9.8%	-3.4%	-0.6%	0.8%	0.9%
Fc1cccc(F)c1-n1c(CN2CCOCC2)csc1=S	i	0.6	-3.8%	-5.7%	-1.9	687	9.3%	-4.1%	-1.8%	-15.2%	0.6%
Cc1nn(-c2ccccc2)c(C)c1/C=C/C(=O)OC(C)C(=O)Nc1ncc(Cl)cc1Cl (centres undefined)	i	1.2	-4.5%	0.9%	-1.1	557	15.3%	5.1%	-1.3%	-0.8%	-0.8%
CC(C)CNC(=O)CSc1nnc(-c2ccc(Cl)cc2)n1N	i	0.4	-15.7%	-2.3%	0.4	757	1.1%	-2.6%	-1.6%	-15.8%	-0.8%
Cc1ccc(C(=O)C2CCN(CC(=O)Nc3ccc4c(c3)OCCO4)CC2)cc1	i	1.8	1.9%	-3.1%	·	·	22.6%	1.2%	-0.8%	4.3%	0.2%
CC(C)CCN1C(=O)c2ccccc2C1C(=O)NCc1cccnc1 (centres undefined)	i	0.2	-18.5%	-6.7%	-4.3	724	8.2%	0.6%	-10.7%	-2.3%	-2.7%
Cc1ccc(/C=C2\Oc3cc(OCC(=O)NN)ccc3C2=O)o1	i	0.3	·	-3.0%	-1.8	811	-6.3%	1.6%	-10.4%	43.8%	9.8%
c1csc(-c2nc(NCC3CCCO3)c3ccccc3n2)c1 (centres undefined)	i	1.9	·	-0.1%	9.1	744	32.6%	-0.5%	1.6%	2.8%	-1.1%
O=C(COc1ccccc1)NNC(=S)NC(=O)c1ccccc1	i	0.9	-5.6%	-1.2%	-0.5	701	21.1%	-2.2%	-4.0%	22.3%	-0.6%
CC(=O)N1CCN(S(=O)(=O)c2c(C)n(C)c(=O)n(C)c2=O)CC1	i	0.5	·	-8.1%	1.2	833	-3.3%	-4.1%	-3.9%	8.2%	-2.3%
COc1ccc(C(=O)NC(C)CCc2ccccc2)c(OC)c1 (centres undefined)	i	0.8	·	-5.6%	-39.8	397	2.3%	-7.4%	0.0%	11.8%	-1.1%
CCC(=O)Nc1nnc(-c2ccccn2)o1	i	1.1	-4.3%	-2.6%	-21.7	657	13.0%	0.7%	1.5%	5.0%	1.9%
CCC(=O)Nc1nnc(SCc2cccc(F)c2)s1	i	0.1	-0.9%	-4.7%	-3.8	709	-4.4%	2.8%	-15.6%	-3.8%	0.3%
C=C1CCN([C@@H](C)C(=O)NCc2ccc(OC)cc2)S(=O)(=O)c2ccccc21	i	4.1	·	-5.0%	-35.2	618	-10.8%	-3.9%	4.1%	5.0%	0.8%
CCN(CC)CC(=O)Nc1c(C)cc(C(C)(C)C)cc1C	i	0.9	-7.1%	-6.5%	·	·	-2.7%	-1.6%	4.4%	-1.9%	-0.6%
Cc1cc(C(=O)OCC(=O)NCc2ccco2)c(C)n1-c1ccccc1	·	·	-2.5%	-2.1%	·	·	-21.3%	0.4%	0.8%	3.4%	0.5%
COc1cccc(CNC(=O)c2ccc(NC(=O)C3CCCO3)cc2)c1 (centres undefined)	i	1.6	-8.4%	-3.2%	7.3	673	-10.9%	-2.2%	-6.5%	-2.8%	0.1%
COCCSc1nnc(NC(=O)c2ccc(OC)c([N+](=O)[O-])c2)s1	i	0.1	-9.0%	-4.0%	-11.1	693	10.7%	-2.3%	8.4%	12.0%	2.0%
COc1ccc(S(=O)(=O)N2C(=O)/C(=C3\SC(N)=NC3=O)c3ccccc32)cc1	i	0.0	·	-4.7%	·	·	28.6%	0.0%	-10.3%	70.0%	0.1%
COc1cccc(C(=O)c2c[nH]c(C(=O)NCCCN(C)C)c2)c1	i	0.2	-3.0%	-8.8%	-5.1	669	-2.5%	1.4%	-4.7%	-3.9%	-1.2%
CCNS(=O)(=O)c1ccc(NC(=O)c2ccccc2)cc1	i	6.1	-7.3%	-10.0%	-0.1	750	23.5%	-1.0%	-1.6%	0.0%	1.3%
